Screens (PubChem BioAssay)
Rad51 HR inh: human RAD51 strand exchange inhibitors, primary screen, biochemical, fluorescence | hRad51 DNA strand exchange, fluorescence dequenching | 0.085% of 200,000 active | DNA repair protein RAD51 homolog 1 (Homo sapiens), Q06609 | AID 1385, 2008 | inhibition, % at 10 µM;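 active = inhibition above 40% at the single screening dose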;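 also: 0% = DMSO control wells and 100% = blanks with heterologous ssDNA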
Target sequence (Q06609 whole entry, looked up): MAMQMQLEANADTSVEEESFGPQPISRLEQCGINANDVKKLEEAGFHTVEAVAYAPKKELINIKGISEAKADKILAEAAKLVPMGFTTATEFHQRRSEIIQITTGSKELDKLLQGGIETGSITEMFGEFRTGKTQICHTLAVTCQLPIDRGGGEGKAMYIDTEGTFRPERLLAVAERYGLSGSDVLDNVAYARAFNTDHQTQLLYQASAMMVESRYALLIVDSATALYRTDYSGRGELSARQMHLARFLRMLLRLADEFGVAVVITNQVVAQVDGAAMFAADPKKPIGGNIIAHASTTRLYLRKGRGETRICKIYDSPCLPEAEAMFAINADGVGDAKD
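material = hRad51 filaments on single-stranded DNA | timing = filaments 15 min 37 °C, then compound 30 min | signal = FRET fluorescence dequenching, excitation 485 nm, emission 520 nm | benchmarks = control wells and blank wells on each plate | evaluation = percent inhibition relative to plate controls and blanks | compound = 10 µM final, single point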
* = called active by the depositor. This is a subset; the hit share may differ from the screen's.

SMILES	Rad51 HR inh
COc1ccc(-c2noc3c2-c2nc(-c4ccccc4C)sc2CC3)cc1	1
CCN(CC)c1nc(N)c(C#N)c(CC#N)c1C#N	-3
Cc1c(O)cccc1C(=O)N[C@@H](CSc1ccccc1)[C@H](O)CN1C[C@H]2CCCC[C@H]2C[C@H]1C(=O)NC(C)(C)C	0
OCCOCCn1c(C2CCCN2c2nc(-c3ccc(F)cc3)cs2)nc2cc(Cl)c(Cl)cc21 (stereo unspecified)	-10
O=c1[nH]c2ccccc2cc1-c1nnn(-c2ccccc2)n1	-3
CCOC(=O)C1=C(C)N(CCCC(=O)O)C(=O)NC1c1cc2ccccc2c2ccccc12 (stereo unspecified)	-6
N#CCCn1nc(Cc2cccc3ccccc23)c(C#N)c1N	-6
Cc1cc(C)c2[nH]c(=O)c(C(c3nnnn3Cc3ccc4c(c3)OCO4)N3CCCCC3)cc2c1 (stereo unspecified)	8
COC(C/C=C/[C@@H](O)[C@H](C)OCc1ccccc1)OC	1
CC(C)(C)[C@H]1C=C(C(=O)O)O[C@@H](OCc2ccc(CO)cc2)C1	4
Cc1ccc2c(c1)C1C=CCC1C(C(=O)NCCCN1CCOCC1)N2 (stereo unspecified)	-5
COC(=O)C1=C[C@@H](C(=O)OC)C2C3=C(C(=O)C24CCCCC4)[C@H](C)n2c(=O)n(-c4ccccc4)c(=O)n2[C@@H]3C1 (stereo partly specified)	15
COC(=O)C1=C(C(=O)OC)[C@@H]2N(C)c3ccc(OC)cc3[C@@]23C[C@@H](C(=O)OC)N(C(=O)COCc2ccccc2)C3=N1	-3
Fc1ccc(-n2nnc(-c3ncc[nH]3)n2)cc1	-3
C/C=C(\C)C(=O)NCCN1C2=NC[C@@H](Cc3ccccc3)N2C[C@@H]1Cc1ccc(OC)cc1	2
COC(C/C=C\[C@@H](O)[C@@H](C)OCc1ccccc1)OC	8
C=CC[C@]12C[C@@H](OC)C(=O)C=C1O[C@@H](c1ccc(OC)c(OC)c1)[C@H]2C	-5
O=C1C=C(N2CCOCC2)CCC1	-4
COc1ccc(-c2csc(NC(C)c3nc4cc(Cl)c(Cl)cc4n3CCOCCO)n2)cc1 (stereo unspecified)	0
O=C(O)C[C@H]1c2cc(C(F)(F)F)ccc2S(=O)(=O)N1C1CCCCC1	-1
OCCCn1c(C2CCCN2c2nc(-c3ccc(F)cc3)cs2)nc2cc(C(F)(F)F)ccc21 (stereo unspecified)	-1
CC(C)(C)OC(=O)NCCCCC1=CC2=CC(=O)C(C)(OC(=O)c3cnc4ccccc4n3)C(=O)C2=CO1 (stereo unspecified)	-31
CCOC(=O)CN1C(=O)N[C@@H](c2ccco2)C(C(=O)OC)=C1C	6
O=C(NCc1ccco1)C1CC(c2ccc(C(F)(F)F)cc2)=NO1 (stereo unspecified)	-7
O=C(O)C1Nc2ccc(C(F)(F)F)cc2C2OCCC12 (stereo unspecified)	2
COC/C=C/C1=CC2=CC(=O)C(C)(OC(=O)c3cnc4ccccc4n3)C(=O)C2=CN1CC1CC1 (stereo unspecified)	3
COC(=O)C1=C(C)N(CC2CC2)C(=O)N[C@H]1c1ccccc1	-7
CC(C)CC(CO)N1CCN(C(=O)c2cccc(Cl)c2)CCC1=O (stereo unspecified)	-3
NC(=O)CN1CCOCCN(CC(N)=O)CCOCC1	5
COC(=O)C1=C(C)N(CCCC(=O)O)C(=O)NC1c1ccc([N+](=O)[O-])cc1 (stereo unspecified)	-11
Cc1ccc(C2=CC(c3ccccc3)n3ncnc3N2)cc1 (stereo unspecified)	-6
O=C(N1CCN(Cc2ccc3c(c2)OCO3)CC1)C12CC3CC(CC(C3)C1)C2	4
COC(=O)C[C@H]1c2cc(C(F)(F)F)ccc2S(=O)(=O)N1Cc1ccccc1OC	-4
CC(=O)Oc1ccccc1C(=O)O	2
CCN1C(=O)N[C@@H](c2cccc(C(F)(F)F)c2)[C@H](C(=O)OC)[C@H]1C	10
CCOC(=O)CN1C(=O)N[C@@H](c2ccco2)C(C(C)=O)=C1C	0
COC(=O)[C@H](NC(=O)c1cc(-c2ccccc2)nc2ccccc12)c1ccccc1	1
CCN1C(=O)N[C@@H](c2cccc(F)c2)C(C(C)=O)=C1C	6
COc1ccc(CCN(C)CCc2ccc(OC)c(OC)c2)cc1OC	-7
COc1ccc(N/C(=C2\CCCC2=O)C2CCCCC2)cc1	6

An excerpt taken from the entries so far, for reference:
SMILES	Rad51 HR inh
COC/C=C/C1=CC2=CC(=O)C(C)(OC(=O)c3cnc4ccccc4n3)C(=O)C2=CN1CC1CC1 (stereo unspecified)	3
COC(=O)C1=C(C)N(CC2CC2)C(=O)N[C@H]1c1ccccc1	-7
CC(C)CC(CO)N1CCN(C(=O)c2cccc(Cl)c2)CCC1=O (stereo unspecified)	-3
NC(=O)CN1CCOCCN(CC(N)=O)CCOCC1	5
COC(=O)C1=C(C)N(CCCC(=O)O)C(=O)NC1c1ccc([N+](=O)[O-])cc1 (stereo unspecified)	-11
Cc1ccc(C2=CC(c3ccccc3)n3ncnc3N2)cc1 (stereo unspecified)	-6
O=C(N1CCN(Cc2ccc3c(c2)OCO3)CC1)C12CC3CC(CC(C3)C1)C2	4
COC(=O)C[C@H]1c2cc(C(F)(F)F)ccc2S(=O)(=O)N1Cc1ccccc1OC	-4
CC(=O)Oc1ccccc1C(=O)O	2
CCN1C(=O)N[C@@H](c2cccc(C(F)(F)F)c2)[C@H](C(=O)OC)[C@H]1C	10
CCOC(=O)CN1C(=O)N[C@@H](c2ccco2)C(C(C)=O)=C1C	0
COC(=O)[C@H](NC(=O)c1cc(-c2ccccc2)nc2ccccc12)c1ccccc1	1
CCN1C(=O)N[C@@H](c2cccc(F)c2)C(C(C)=O)=C1C	6
COc1ccc(CCN(C)CCc2ccc(OC)c(OC)c2)cc1OC	-7
COc1ccc(N/C(=C2\CCCC2=O)C2CCCCC2)cc1	6

More results follow:
SMILES	Rad51 HR inh
CCOC(=O)C(=CNc1ccc(O)c(C(=O)OC)c1)C(=O)OCC	-4
CS(=O)(=O)c1ccc(-c2cc(Br)sc2-c2ccc(F)cc2)cc1	-8
O=C1c2ccccc2C(=O)N1Cc1nc2ccccc2c(=O)n1Cc1ccco1	-1
Cc1nc(-c2ccccc2)sc1C1(C)CC(c2ccccc2F)=NO1 (stereo unspecified)	-4
COc1cccc(C(N)=O)c1	-8
CCOC(=O)c1cc(-c2ccccc2)nn1CC1CC(c2ccc(Cl)cc2)=NO1 (stereo unspecified)	-9
CCOc1ccccc1Nc1nc(N2CCCC2)nc(N2CCOCC2)n1	-3
Cc1cc2sc3ccc(C#CC4(O)CCCCC4)cc3c(=O)c2cc1C	1
Cn1c(=O)c2c(nc(CN3CCC(C(N)=O)CC3)n2Cc2ccccc2Cl)n(C)c1=O	18
OCC[C@@H]1C[C@H](O)[C@@H](O)[C@@]2(CCCO2)O1	2
Cc1ccc(O)c(N=Nc2ccccc2)n1	-7
C#CCn1c(=O)c2c(ncn2C)n(C)c1=O	-3
COc1ccc(NC(=O)[C@@H]2CC=C[C@@H]3CCN(C4CCCCC4)C(=O)[C@@H]32)cc1	-7
COC(C[C@H]1O[C@H]1C(=O)[C@@H](C)OCc1ccccc1)OC	-6
CCOC(=O)C[C@H]1c2cc(F)ccc2S(=O)(=O)N1C1CCCCC1	1
CCN1CCCC1CNC(=O)c1cc(S(N)(=O)=O)ccc1OC (stereo unspecified)	-5
COC(=O)C1=C(C(=O)OC)[C@@H]2N(C)c3ccccc3[C@@]23C[C@@H](CO)N(C(=O)C2CCC2)C3=N1	-10
O=C1C2C3c4ccccc4C(c4ccccc43)C2C(=O)N1Cc1ccco1 (stereo unspecified)	-11
O=S(=O)(Nc1ncnc2c1oc1ccccc12)c1ccc(Cl)s1	-5
CCCn1c(=O)c2ccccc2n2c(SCC(=O)Nc3cc(C)on3)nnc12	2
CCOC(=O)N1CCN(c2nc(SC)nc3sc4c(c23)CC(C)(C)OC4)CC1	3
CCOC(=O)CN1C(=O)N[C@@H](CCc2ccccc2)[C@H](C(C)=O)[C@H]1C	6
CC(=O)n1cc([C@H]2C=C(C(=O)N3CCOCC3)O[C@@H](OCCCCO)C2)c2ccccc21	-14
C=C1CCN([C@@H](CC(C)C)C(=O)NCCCc2ccccc2)S(=O)(=O)c2ccccc21	3
COCOc1ccc(-c2cc(=O)c3c(OCOC)cc(OCOC)cc3o2)cc1	-6
OC1(C#Cc2c(-c3ccsc3)oc3ccc(N4CCOCC4)cc23)CCCCC1	-5
COc1ccc(-c2oc3c4c(cc(OC)c3c(=O)c2CC=C(C)C)OC(C)(C)C=C4)c(OC)c1	6
CCc1ccccc1N(C(=O)CCC(=O)Nc1cc(C)on1)C(C(=O)NC1CCCC1)c1ccco1 (stereo unspecified)	-8
CCCCSc1nc2c(c(=O)[nH]c(=O)n2C)n1CCc1ccccc1	1
CC1(C)c2[nH]c3ccccc3c2C[C@@H]2C(=O)N(c3ccc(F)cc3F)C(=O)N21	-8

Some of these compounds in order of molecular weight, smallest number first:
SMILES	Rad51 HR inh
CCOC(=O)CN1C(=O)N[C@@H](CCc2ccccc2)[C@H](C(C)=O)[C@H]1C	6
CCCCSc1nc2c(c(=O)[nH]c(=O)n2C)n1CCc1ccccc1	1
CC(=O)n1cc([C@H]2C=C(C(=O)N3CCOCC3)O[C@@H](OCCCCO)C2)c2ccccc21	-14

The listing continues:
SMILES	Rad51 HR inh
COC(=O)[C@@]1(Cc2ccc(OC)cc2)[C@H]2c3cc(C(=O)N4CCCC4)n(C[C@H](O)CO)c3C[C@H]2CN1C(=O)c1ccccc1	-4
CCCCCCCCCNC(=O)[C@H](NC(=O)COc1ccccc1)[C@@H]1NC(C(=O)OC)C(C)(C)S1 (stereo partly specified)	-3
O=C(Nc1ccc(OC(F)(F)F)cc1)c1cnc2n(c1=O)CCS2	-5
COc1ccc(-c2csc(NC(CO)c3nc4ccccc4n3CCOCCO)n2)cc1 (stereo unspecified)	-18
O=C(NCc1ccc(F)cc1)c1cnc2sccn2c1=O	2
CC(Nc1nc(-c2ccc(Cl)cc2)cs1)c1nc2cc(Cl)c(N3CCCCC3)cc2n1CCOCCO (stereo unspecified)	-3
CCOC(=O)c1ccc(NC(=O)c2c(N)n(C)c(=O)n(C)c2=O)cc1	4
CCCCN1CC[C@H]2C=CC[C@@H](C(=O)Nc3ccc(Cl)c(C(F)(F)F)c3)[C@H]2C1=O	7
S=C1NCCC12C(=S)Nc1ccccc12 (stereo unspecified)	2
O=C(NCCc1nc(-c2ccccc2)no1)c1ccco1	-3
COc1ccc([C@H]2/C=C\CN(S(=O)(=O)/C=C/c3ccccc3)[C@@H](C)C(=O)N2Cc2ccc(F)cc2)cc1	-9
COc1ccc(N2CCCn3c2nc2c3c(=O)n(CCN3CCOCC3)c(=O)n2C)cc1	11
CC1(OC(=O)c2cccs2)C(=O)C=C2C=C(c3ccc(C#N)cc3)OC=C2C1=O (stereo unspecified)	10
CC(C)[C@H](N)C(=O)OCCOCn1cnc2c(=O)[nH]c(N)nc21	3
c1ccc2c(c1)[nH]c1ccccc12	8
Cc1ccc(S(=O)(=O)N2CCN(C(=O)CCC(=O)N3CCc4ccccc43)CC2)cc1	1
COc1ccccc1-c1nc(-c2ccc(C(=O)O)cc2)no1	2
CCOC(=O)C1=C(C)N(CCCC(=O)O)C(=O)NC1C(CC)CC (stereo unspecified)	-6
C=C(C)Cn1c(C2CC(=O)N(Cc3ccccc3)C2)nc2ccccc21 (stereo unspecified)	-5
O=C(c1ccccc1)N1CCC(=O)N(C(CO)Cc2ccccc2)CC1 (stereo unspecified)	-3
COc1ccc(-c2csc(NC(C)c3nc4cc(C(=O)NCCCO)ccc4n3Cc3ccc(C)cc3)n2)cc1 (stereo unspecified)	-5
CCOC(=O)C1=C(C)N(CCCC(=O)O)C(=O)NC1c1ccccc1Cl (stereo unspecified)	1
C=CCN(C/C(=N\O)c1sc(C(=O)OCC)nc1C)c1cccc(Br)c1	-8
Clc1ccc(N2CCN(c3ncnc4c3oc3ccccc34)CC2)cc1	-4
COc1ccc(-c2ccc3oc(-c4ccc(OC)cc4)c(C#CC4(O)CCCCC4)c3c2)cc1	-9
COc1ccc(C2=NOC(C)(c3nnc(Cc4ccccc4)o3)C2)cc1 (stereo unspecified)	10
COc1ccc([C@H]2/C=C\CN(C(=O)[C@H](Cc3ccccc3)NC(=O)OCC3c4ccccc4-c4ccccc43)CC(=O)N2Cc2ccc(F)cc2)cc1	5
O=C(NCc1ccccc1)C1=C[C@@H](c2ccc(C(F)(F)F)cc2)C[C@@H](OCCCCO)O1	-4
CC(=O)Cc1nsc(NC(=O)c2ccc(-c3ccc(Cl)c(C(F)(F)F)c3)o2)n1	1
CCOC(=O)C1=C(C)N(CCCC(=O)O)C(=O)NC1c1ccc(Br)cc1 (stereo unspecified)	8
COc1ccc2[nH]c(=O)c(-c3nnn(-c4ccc(Cl)nc4)n3)cc2c1	-6
COC(=O)C1=C(C(=O)OC)[C@@H]2N(C)c3ccc(OC)cc3[C@@]23C[C@@H](C(=O)OC)N(C(=O)CC(C)C)C3=N1	4
O=C1CC2(CCCC2)Oc2ccccc21	2
Cc1ccc2oc3c(c(=O)c2c1)C(c1cccc(Cl)c1)N(CCCN1CCOCC1)C3=O (stereo unspecified)	-5
COC(=O)C1=C[C@@H](C(=O)OC)[C@@H]2C3=C(C(=O)[C@@]2(C)NC(=O)c2ccccc2)[C@H](C)n2c(=O)n(C)c(=O)n2[C@@H]3C1	-3
C=CCC12C=C(OC)C(=O)OC(OC)(C1O)[C@H](c1ccc3c(c1)OCO3)[C@H]2C (stereo partly specified)	3
CC1(C)c2[nH]c3ccccc3c2C[C@H]2C(=O)N(Cc3ccccc3F)C(=O)N21	-6
O=C1CN2Cc3c(ccc(Cl)c3Cl)N=C2N1	2
CCCCN1CC[C@H]2C=CC[C@@H](C(=O)Nc3nccs3)[C@H]2C1=O	2
O=C(NCc1ccccc1)C1Nc2ccc(OC(F)(F)F)cc2C2C=CCC12 (stereo unspecified)	0
O=C1N[C@@H](Cc2cn(S(=O)(=O)c3ccc([N+](=O)[O-])cc3)c3ccccc23)C(=O)N[C@H]1Cc1ccccc1	0
C[C@@H](C(=O)Nc1ccc2ccccc2c1)[C@@H]1C[C@@]1(C)[C@@H](N)c1ccccc1	-4
CCCCCCCCN1[C@@H](CC(=O)OCC)c2ccc(C(F)(F)F)cc2S1(=O)=O	3
